# Source: PubChem
# Large T inhibition = SV40 large T antigen inhibitors, biochemical (AID 1903). SV40 large T antigen ATPase/helicase inhibition assay; higher % means a stronger effect. inhibition, % at 20 µM; hits with a dose series show IC50 in µM. 0.39% of 310,000 active; in the data active = a potency from the dose series; inconclusive = inhibition mostly from about 32% at the one dose, without a potency; inactive = the rest, 99 in 100 with inhibition below about 32%; note: strong numbers were not always called active
# CSM14.1 death rescue = rescue of cells from ER stress-induced death, primary screen, 384-well, CSM14.1, thapsigargin, ATP luminescence (AID 1222) | CSM14.1 thapsigargin-induced death rescue, ATP luminescence; higher % means a stronger effect | 190,000 tested, under 10 active | one-dose cellular ATP content (survival), % at 20 µM; EC50 in µM for titrated hits;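 active = EC50 below 50 µM in the dose-response confirmation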;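 note: death triggered by thapsigargin at about 15 µM added after 2 h compound pretreatment; cell ATP read after overnight thapsigargin exposure of roughly 18 to 22 hours; normalized against plate controls of thapsigargin alone and 5% DMSO vehicle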
# West Nile antiviral = West Nile virus antiviral activity, cell-based, CPE readout (AID 1621). West Nile virus-infected cells, CPE inhibition; higher % means a stronger effect. 0.02% of 290,000 active. one-dose CPE inhibition, % at 10 µM; IC50 in µM for titrated hits; in the data active = a potency from the dose series; inconclusive = CPE inhibition mostly from about 3.7% at the one dose, without a potency; inactive = the rest, 99 in 100 with CPE inhibition below about 2.2%; note: strong numbers were not always called active
# NS5 inhibitors = Dengue-2 NS5 methyltransferase inhibitors, primary screen, biochemical, confirmation dose response (AID 588689); Genome polyprotein (Dengue virus type 2 (strain 16681-PDK53)); Dengue-2 NS5 methyltransferase capping enzyme assay, biochemical; higher % means a stronger effect; inhibition, % at 25 µM, or IC50 in µM where a hit was titrated; 0.3% of 340,000 active; in the data active = a potency from the dose series; inconclusive = inhibition above about 29% without an active follow-up result
# MgcRacGAP inhibition = MgcRacGAP GTPase-activating activity inhibitors, confirmation, biochemical, ADP Hunter fluorescence. Rac GTPase-activating protein 1 (Homo sapiens). MgcRacGAP-stimulated Rac1 GTP hydrolysis, ADP Hunter fluorescence; higher % means a stronger effect; GST-tagged Rac1 F28L mutant substrate. inhibition, % at 30 µM, or IC50 in µM where a hit was titrated. 0.6% of 340,000 active. AID 624330, 2012;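 active = first-screen hits whose inhibition reached a set limit at any dose in the follow-up dose series; inconclusive = inhibition above the set first-screen limit but never retested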;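 note: fluorescence reports GDP produced by GAP-driven GTP hydrolysis; strong numbers were not always called active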
# GPR35 antagonists = GPR35 antagonists blocking zaprinast-driven arrestin recruitment, primary screen, imaging, U2OS, beta-arrestin-GFP, zaprinast agonist (AID 2058); G-protein coupled receptor 35 (Homo sapiens); U2OS GPR35 beta-arrestin-GFP translocation imaging, zaprinast antagonism; higher % means a stronger effect; inhibition, % at 10 µM, or IC50 in µM where a hit was titrated; 0.052% of 290,000 active;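 active = inhibition of at least 50% with at least 30 cells and total cytoplasm GFP at most 10,000,000; inconclusive = under 30 cells or total GFP of 10,000,000 plus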
# PhoP inhibition = inhibitors of PhoP regulon expression, primary screen, Salmonella Typhimurium, GFP reporter (AID 1863) | S. Typhimurium PhoP-regulated promoter GFP reporter, 4 h; higher % means a stronger effect | inhibition, % at 50 µM, or IC50 in µM where a hit was titrated | 0.16% of 300,000 active;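 active = inhibition over 29.93%, a cutoff 3 SD above the screen mean, later confirmed by dose response; inconclusive = inhibition over 29.93% but no dose response follow-up; inactive = inhibition at most 29.93% or unconfirmed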;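 note: 0% = low Mg2+ inducing control and 100% = high Mg2+ repressing control; strong numbers were not always called active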
# LYP inhibition = inhibitors of LYP phosphatase, biochemical, fluorescence intensity, uHTS (AID 1779); Tyrosine-protein phosphatase non-receptor type 22 (Homo sapiens); recombinant LYP phosphatase, fluorescence intensity; higher % means a stronger effect; 0.054% of 290,000 active; one-dose inhibition, % at 11.5 µM; IC50 in µM for titrated hits; in the data active = inhibition above about 50%;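 note: plate controls were vehicle with enzyme for no effect and no enzyme for full effect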
# RSV CPE inhibition = RSV antiviral activity via CPE protection, HEp-2 cells, primary 10 µM value included (AID 2391). HEp-2 cells, RSV-induced CPE inhibition; higher % means a stronger effect. CPE inhibition, % at 10 µM, or IC50 in µM where a hit was titrated. 0.13% of 310,000 active; in the data active = a potency from the dose series; inconclusive = CPE inhibition mostly from about 23% at the one dose, without a potency; inactive = the rest, 99 in 100 with CPE inhibition below about 21%; note: strong numbers were not always called active
# NS5 inhibitors pilot replicate = recorded beside NS5 inhibitors, whose call it bears; inhibition, %; measured here: pilot screen replicate inhibition
# * marks the source's active call; other numbers are inactive results; ? = inconclusive; . = not tested or not shown.
SMILES,Large T inhibition,CSM14.1 death rescue,West Nile antiviral,NS5 inhibitors,MgcRacGAP inhibition,GPR35 antagonists,PhoP inhibition,LYP inhibition,RSV CPE inhibition,others
COC(=O)c1[nH]c2ccccc2c1NC(=O)Oc1ccccc1,13%,0.9%,1.7%,.,16µM*,4%,-5%,-8%,0.2%,
O=C(NC(=S)NCC1CCCO1)C(c1ccccc1)c1ccccc1 (stereo not drawn),3%,-2.6%,-1.1%,-2%,-7%,-5%,0%,2%,1.5%,
COc1ccc(C(=O)CSc2nc3ccc([N+](=O)[O-])cc3[nH]2)cc1,-1%,1.9%,-0.8%,-4%,8%,-16%,4%,2%,13%,
Cc1cc(C(=O)OCC(=O)N2CC(C)OC(C)C2)c2ccccc2n1 (stereo not drawn),14%,.,.,1%,5%,.,-2%,.,3.9%,
Cc1cccn2c(=O)c3cc(C(=O)NC4CCS(=O)(=O)C4)n(Cc4ccccc4)c3nc12 (stereo not drawn),23%,.,1.1%,-7%,14%,-20%,-4%,-16%,-0.6%,
CCOP(=O)(OCC)c1nc(-c2ccccc2)oc1N1CCCCC1,6%,.,-0.2%,-1%,4%,-4%,2%,-19%,-1.7%,
Cc1nn(-c2ccccc2)nc1C(N)=O,5%,.,0.1%,-6%,9%,12%,-8%,-8%,8.5%,
Cc1ccc(C(=O)CN(CCCC(N)=O)S(=O)(=O)c2ccc([N+](=O)[O-])cc2)cc1,22%,.,.,-6%,8%,.,.,.,1.2%,
CC(C)(C)OC(=O)CNC(=O)c1[nH]cnc1C(=O)Nc1ccc(CNC(=O)OC(C)(C)C)cc1,4%,.,0.9%,1%,7%,23%,8%,2%,5.7%,
O=C(N/N=C/c1ccccn1)c1ccc2nc[nH]c2c1,1%,.,0.8%,.,.,15%,7%,-2%,.,

# The final 7 entries of the section above open the next one:
SMILES,Large T inhibition,CSM14.1 death rescue,West Nile antiviral,NS5 inhibitors,MgcRacGAP inhibition,GPR35 antagonists,PhoP inhibition,LYP inhibition,RSV CPE inhibition,others
Cc1cc(C(=O)OCC(=O)N2CC(C)OC(C)C2)c2ccccc2n1 (stereo not drawn),14%,.,.,1%,5%,.,-2%,.,3.9%,
Cc1cccn2c(=O)c3cc(C(=O)NC4CCS(=O)(=O)C4)n(Cc4ccccc4)c3nc12 (stereo not drawn),23%,.,1.1%,-7%,14%,-20%,-4%,-16%,-0.6%,
CCOP(=O)(OCC)c1nc(-c2ccccc2)oc1N1CCCCC1,6%,.,-0.2%,-1%,4%,-4%,2%,-19%,-1.7%,
Cc1nn(-c2ccccc2)nc1C(N)=O,5%,.,0.1%,-6%,9%,12%,-8%,-8%,8.5%,
Cc1ccc(C(=O)CN(CCCC(N)=O)S(=O)(=O)c2ccc([N+](=O)[O-])cc2)cc1,22%,.,.,-6%,8%,.,.,.,1.2%,
CC(C)(C)OC(=O)CNC(=O)c1[nH]cnc1C(=O)Nc1ccc(CNC(=O)OC(C)(C)C)cc1,4%,.,0.9%,1%,7%,23%,8%,2%,5.7%,
O=C(N/N=C/c1ccccn1)c1ccc2nc[nH]c2c1,1%,.,0.8%,.,.,15%,7%,-2%,.,
NC(=O)C1CCN(C2OC(=O)c3ccccc32)CC1 (stereo not drawn),5%,-1.8%,0.6%,-5%,10%,-4%,9%,-14%,3.1%,
CC(OC(=O)CCC1CCCC1)C(=O)Nc1ccccc1[N+](=O)[O-] (stereo not drawn),14%,.,.,4%,1%,.,0%,.,-0.6%,
O=C(NC(=S)Nc1ccc2c(c1)OCCO2)c1ccccc1,12%,-2.8%,-0.1%,-11%,12%,15%,-7%,1%,2.4%,
CSc1ccccc1C(=O)NCCCn1ccnc1,17%,.,0.0%,.,12%,-1%,9%,-2%,1.9%,
O=C(NCc1ccc2c(c1)OCO2)c1cc(S(=O)(=O)N2CCCCC2)ccc1F,22%,-4.7%,0.0%,-2%,5%,-8%,-4%,-1%,-2.3%,
O=C(Nc1ccc(Cl)c(S(=O)(=O)N2CCCCC2)c1)C1=COCCO1,3%,.,.,-4%,2%,.,-4%,.,2.7%,
Cc1ccc(NC(=O)c2ccc(-c3nn(C)c(=O)c4ccccc34)cc2)c(C)c1,17%,0.7%,0.0%,0%,7%,-2%,-12%,0%,?,
CCN(CC)CCN1C(=O)C2C(C(=O)Nc3cccc(SC)c3)C3C=CC2(O3)C1C(=O)NC1CCCC(C)C1C (stereo not drawn),9%,.,-0.6%,3%,4%,9%,-12%,-3%,0.0%,
CCc1c(C)sc(NC(=O)c2noc(C)c2[N+](=O)[O-])c1C#N,10%,1.5%,-0.1%,0%,14%,16%,2%,-5%,8.2%,
C/C(=N/NC(=O)CNC(=O)c1ccco1)c1ccc(Cl)cc1,2%,.,-0.2%,-5%,12%,-6%,-8%,-3%,2.9%,

# An excerpt from above in order of length of the SMILES, descending.
SMILES,Large T inhibition,CSM14.1 death rescue,West Nile antiviral,NS5 inhibitors,MgcRacGAP inhibition,GPR35 antagonists,PhoP inhibition,LYP inhibition,RSV CPE inhibition,others
CC(OC(=O)CCC1CCCC1)C(=O)Nc1ccccc1[N+](=O)[O-] (stereo not drawn),14%,.,.,4%,1%,.,0%,.,-0.6%,
O=C(NC(=S)Nc1ccc2c(c1)OCCO2)c1ccccc1,12%,-2.8%,-0.1%,-11%,12%,15%,-7%,1%,2.4%,
NC(=O)C1CCN(C2OC(=O)c3ccccc32)CC1 (stereo not drawn),5%,-1.8%,0.6%,-5%,10%,-4%,9%,-14%,3.1%,

# Next compounds follow:
SMILES,Large T inhibition,CSM14.1 death rescue,West Nile antiviral,NS5 inhibitors,MgcRacGAP inhibition,GPR35 antagonists,PhoP inhibition,LYP inhibition,RSV CPE inhibition,others
CCN(Cc1ccncc1)Cc1nc(-c2ccc(C(=O)OC)cc2)no1,3%,2.9%,-0.5%,-6%,3%,17%,6%,-6%,-0.6%,
Cc1nn(C)cc1CN(C)S(=O)(=O)c1cccc([N+](=O)[O-])c1,18%,-0.6%,-1.0%,-1%,-16%,-8%,4%,-7%,1.8%,
CCC(=O)Nc1nnc(SCC(=O)Nc2ccc3c(c2)OCCO3)s1,18%,.,0.3%,1%,-4%,5%,-3%,-1%,4.5%,
COc1cccc(N2CCN(c3ccc(S(=O)(=O)N4CCCC4)cc3)CC2)c1,6%,1.1%,-0.3%,-2%,4%,19%,7%,-3%,.,
COc1cccc(C(=O)C2CCCN(C(=O)CCc3scnc3C)C2)c1 (stereo not drawn),3%,3.0%,-1.8%,-1%,-5%,-5%,-2%,-6%,9.6%,
CCOC(=O)c1c(C)nc2ccccn12,1%,-2.0%,.,2%,5%,-2%,-6%,-8%,1.3%,
O=C(c1ccco1)N1N=C(c2cccs2)CC1c1ccc(F)cc1 (stereo not drawn),7%,-0.6%,0.5%,-1%,4%,-8%,-1%,-1%,6.0%,
CCOc1ccc(CC(=O)C2=C(N3CCOCC3)CC(C)(C)CC2=O)cc1OCC,8%,-0.6%,0.1%,-11%,-7%,-2%,-8%,-3%,0.8%,
COc1ccc(C)cc1NS(=O)(=O)c1ccc2c(c1)oc(=O)n2C,-10%,.,-0.9%,-4%,9%,5%,6%,-12%,0.7%,
CC(C)CC(CO)N1CCN(C(=O)c2cccc(Cl)c2)CCC1=O (stereo not drawn),24%,.,-0.6%,-3%,2%,.,.,.,1.9%,
O=C(/C=C/c1cccs1)Nc1nc(-c2ccccc2)cs1,3%,0.4%,-0.3%,-2%,0%,12%,-8%,8%,5.8%,
O=C(NC12CC3CC(CC(C3)C1)C2)c1cncc(O)c1,5%,-2.2%,2.6%,-3%,2%,-6%,-7%,-8%,0.1%,
CC1C(=O)Nc2ccccc2N1C(=O)C1CC1 (stereo not drawn),24%,-1.1%,0.3%,-5%,13%,12%,0%,0%,0.4%,
CCNc1ncnc2c1cnn2C,8%,-0.5%,0.6%,-5%,5%,-8%,7%,-9%,-1.2%,
CCOc1ccc2nc(N/C(N)=N/C(=S)Nc3ccc(C)c(C)c3)nc(C)c2c1,8%,-1.8%,-0.9%,-4%,8%,-13%,-4%,-2%,9.3%,
CC(C)COC(=O)Nc1nnc(SCc2ccccc2F)s1,8%,-4.2%,-0.3%,-9%,6%,-5%,2%,-2%,2.4%,NS5 inhibitors pilot replicate=-4.9
CC(C)(C)c1ccc(N2C(=O)CC(c3ccccc3)C2=O)cc1 (stereo not drawn),4%,.,0.4%,-2%,5%,4%,0%,-10%,2.7%,
COc1ccc(C)cc1NC(=O)C(Sc1nncn1C)c1ccccc1 (stereo not drawn),4%,-0.2%,0.1%,1%,4%,-5%,2%,-7%,0.7%,
CCCCc1ccc(NC(=O)c2cnccn2)cc1,27%,-4.8%,-0.3%,0%,0%,15%,2%,2%,-0.3%,
COC(=O)NNS(=O)(=O)c1ccc(C)cc1,15%,-4.1%,0.8%,-3%,2%,10%,-3%,-6%,1.1%,
Cc1ccc2oc(=O)c3cc(C(=O)NCc4ccco4)sc3c2c1,12%,-1.1%,-0.2%,-1%,4%,12%,11%,-4%,1.4%,
O=C(Cc1cccc2ccccc12)N/N=C1\CCCc2ccccc21,-3%,1.2%,-0.9%,-10%,8%,12%,7%,2%,15%,
O=C(c1ccc(F)cc1)C1CCN(C(=S)Nc2ccccc2)CC1,20%,3.9%,0.1%,-6%,5%,6%,0%,-1%,8.4%,
Cn1cc(C(=O)Nc2ccc3c(c2)CCC3)cn1,16%,-4.3%,-0.4%,-7%,2%,3%,-1%,-10%,2.7%,
Cc1ccc(NC(=O)CN2CCc3ccccc3C2)cc1F,3%,.,-0.6%,-4%,?,1%,-4%,-6%,1.2%,
O=S(=O)(Nc1nc2ccccc2nc1Cl)c1ccc2ccccc2c1,8%,-0.6%,0.5%,-1%,4%,11%,-38%,1%,2.4%,
Cn1cc(C(=O)C(F)(F)F)c2ccccc21,9%,0.4%,-0.2%,-1%,14%,5%,-4%,-13%,3.0%,
CC1(c2ccccc2Cl)NC(=O)N(CC(=O)NCc2ccc3c(c2)OCO3)C1=O (stereo not drawn),4%,.,0.1%,1%,1%,14%,-4%,-3%,0.5%,
Cc1ccc2c(c1)N(CC(=O)NCC1CCCO1)C(=O)C(C(C)C)O2 (stereo not drawn),58%,.,-0.4%,0%,10%,10%,6%,-3%,1.2%,
CCCc1cc2c(cc1NC(=O)c1ccc(C)cc1)OCO2,17%,-1.7%,0.1%,1%,10%,38%,-10%,-7%,-0.7%,
N#CCCn1nnc2ccccc21,5%,-3.6%,-0.5%,0%,4%,17%,3%,-2%,1.7%,
CSc1nc2sc3c(c2c(=O)n1C1CCCCC1)CCN(C)C3,-3%,-2.1%,0.4%,-9%,1%,-7%,-7%,-3%,-0.9%,
